High-throughput results as filed in PubChem BioAssay.
Keap1 Nrf2 FP – Keap1-Nrf2 protein-protein interaction inhibitors, primary screen, biochemical, fluorescence polarization, single point; Kelch-like ECH-associated protein 1 (Homo sapiens), Q14145; Keap1 Kelch-Nrf2 peptide fluorescence polarization, 1536-well; inhibition, % at 9.4 µM; 340,000 compounds, 0.15% hits; in the data active means inhibition above about 12%;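 further: human Keap1 Kelch domain with fluorescein labeled Nrf2 9mer peptide probe; 0% = neutral control wells and 100% = peptide positive control; higher means more block of Keap1 binding to Nrf2 peptide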
Target sequence (Q14145 whole entry, looked up, the tested form may be a part): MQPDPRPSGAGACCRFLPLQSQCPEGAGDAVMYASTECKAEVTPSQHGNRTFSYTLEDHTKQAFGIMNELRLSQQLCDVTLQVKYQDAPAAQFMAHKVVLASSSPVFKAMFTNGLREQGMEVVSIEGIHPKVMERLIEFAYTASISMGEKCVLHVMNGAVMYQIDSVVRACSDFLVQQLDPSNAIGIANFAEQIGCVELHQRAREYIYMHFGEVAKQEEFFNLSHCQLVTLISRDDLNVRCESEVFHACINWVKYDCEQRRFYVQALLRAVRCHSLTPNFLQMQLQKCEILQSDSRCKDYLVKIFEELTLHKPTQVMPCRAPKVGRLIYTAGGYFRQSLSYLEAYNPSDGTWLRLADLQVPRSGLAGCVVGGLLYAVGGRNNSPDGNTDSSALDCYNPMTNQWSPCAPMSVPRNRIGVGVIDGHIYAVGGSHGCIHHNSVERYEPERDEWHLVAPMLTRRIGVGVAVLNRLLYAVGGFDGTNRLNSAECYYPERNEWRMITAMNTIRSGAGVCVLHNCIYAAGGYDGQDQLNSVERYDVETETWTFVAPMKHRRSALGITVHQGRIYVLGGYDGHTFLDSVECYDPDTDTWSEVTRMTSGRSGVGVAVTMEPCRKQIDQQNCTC
Wnt bcat act – Wnt/beta-catenin pathway activators, primary screen, cell-based, plate reader, single point | 300,000 compounds, 1.2% hits | Wnt/beta-catenin reporter cell assay, activator | activation, % at 9.35 µM; in the data active means activation above about 30%, passing the limit was not always enough;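 further: 0% = neutral control wells and 100% = positive control wells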
DSG3 Ab inh – inhibitors of pemphigus antibody binding to DSG3, primary screen, biochemical, bead-based, flow cytometry, scFv-GFP; Desmoglein-3 (Homo sapiens), P32926; 310,000 compounds, 0.48% hits; binding (percent of control), % at 10 µM; DSG3-coupled beads, scFv-anti-DSG3-GFP binding; hits give low values;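 active means binding more than 3 SD below its plate's average and above zero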;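 further: hits lower antibody fragment binding to DSG3; some compounds called inactive have numbers as strong as hits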
cardiac RTF act – cardiac RTF calcium sensitivity activators, primary screen, biochemical, IANBD-TnC fluorescence, EC20 calcium | IANBD-labeled TnC RTF fluorescence at EC20 calcium; 0% EC20 calcium, 100% full calcium | activation, % at 7.2 µM | 340,000 compounds, 0.24% hits;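 active means activation above the mean over all tested compounds plus 3 SD, cut at about 30% in these data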;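 further: rise in fluorescence read as greater calcium sensitivity of cardiac thin filaments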
LANA DNA inh – inhibitors of KSHV C-LANA binding to DNA, primary screen, biochemical, fluorescence polarization, FAM-LBS DNA, MBP-C-LANA, single point; Kaposi's sarcoma herpesvirus LANA C-terminal domain (residues 932-1162) DNA binding; inhibition, % at 9 µM; 340,000 compounds, 0.078% hits; AID 504423, 2011;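 active means highest replicate inhibition at or above 60% at 9 µM, even if other replicates fall short; inactive means all replicates below 60% inhibition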;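 further: 0% = neutral control wells and 100% = 4 µM acridine orange control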
RTF Ca sens inh – cardiac RTF calcium sensitivity inhibitors, primary screen, biochemical, IANBD-TnC fluorescence, EC70 calcium; Troponin I, cardiac muscle (Homo sapiens) + Troponin T, cardiac muscle (Homo sapiens) + …; IANBD-labeled cardiac RTF, Ca2+ fluorescence; inhibition, % at 7.15 µM; 340,000 compounds, 0.12% hits;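 active means inhibition above the mean inhibition of all tested compounds plus 3 SD, cut at about 17% in these data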;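 further: assay run at fixed EC70 calcium of 1.6 mM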
Arrestin-AP2 inh – inhibitors of beta-arrestin/AP2 binding, primary screen, biochemical, GPCR trafficking, flow cytometry; FITC-arrestin peptide / GST-AP2 beads; AP2 beta2 appendage carries R879A mutation; inhibition, % at 10 µM; 340,000 compounds, 0.31% hits;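 active means inhibition above a set limit, near 3 SD of compounds lacking own fluorescence, cut at about 54% in these data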;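 further: plate controls were DMSO wells for no effect and 5 µM unlabelled arrestin peptide for full effect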
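test system = AP2 appendage R879A on GSH beads | buffer or medium = PBS plus Tween 20 (0.05%) and BSA (0.1%) | incubation = 12 min plus 1 h, RT | detection = bead flow cytometry, FITC channel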
MOR-DOR inv ag – inverse agonists of MOR-DOR heterodimerization, primary screen, cell-based, luminescence; cell-based MOR-DOR heterodimer luminescence, inverse agonism; inhibition, % at 9.3 µM; Mu-type opioid receptor (Homo sapiens) + Delta-type opioid receptor (Homo sapiens), …; 340,000 compounds, 0.21% hits; in the data active means inhibition above about 22%, passing the limit was not always enough;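 further: 0% = cells with DMSO and 100% = wells without cells with DMSO; values of inactives mirror those of a sister screen read the other way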
V-ATPase pHluor – regulators of yeast V-ATPase proton pumping, primary screen, pHLuorin cytosolic pH fluorescence; 350,000 compounds, 0.37% hits; AID 504577, 2011; response, % at 10 µM; S. cerevisiae; in the data active means response mostly above about 7.3%, no sharp cut-off; inactive means mostly below about 5.4%; further: actives read high; inactives centre near 0; some compounds called inactive have numbers as strong as hits; reference of the scale not given here
MOR-DOR ag – agonists of OPRM1-OPRD1 heterodimerization, primary screen, cell-based, luminescence; Mu-type opioid receptor (Homo sapiens) + Delta-type opioid receptor (Homo sapiens), …; cells; activation, % at 9.3 µM; 340,000 compounds, 0.3% hits; in the data active means activation above about 18%;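 further: 0% = vehicle-treated cells and 100% = reference agonist; values of inactives mirror those of a sister screen read the other way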
Active calls of the source: *.

CCCN(CCC)C(=O)Cc1ccc(F)cc1 was read as Keap1 Nrf2 FP -5, Wnt bcat act -2, DSG3 Ab inh 125, cardiac RTF act -2, LANA DNA inh -0.3, RTF Ca sens inh 0, Arrestin-AP2 inh 4, MOR-DOR inv ag 3, V-ATPase pHluor 4 and MOR-DOR ag -0.7.
Screening CC(C)CN(CCNC(=O)c1cn(C)c2ccc(S(=O)(=O)N3CCCC3)cc2c1=O)CC(C)C returned Keap1 Nrf2 FP -4, Wnt bcat act 0, DSG3 Ab inh 104, cardiac RTF act 4, LANA DNA inh -0.5, RTF Ca sens inh -11, Arrestin-AP2 inh 8, MOR-DOR inv ag -6, V-ATPase pHluor 1 and MOR-DOR ag 1.0.
CCN(CC)S(=O)(=O)c1ccc2oc(SCC(=O)Nc3cc(C)on3)nc2c1 was read as Keap1 Nrf2 FP 4, Wnt bcat act -4, DSG3 Ab inh 106, cardiac RTF act -1, LANA DNA inh -1.5, RTF Ca sens inh -17, Arrestin-AP2 inh 4, MOR-DOR inv ag 2, V-ATPase pHluor -2 and MOR-DOR ag -0.4.
Screening Cc1ccc(-c2nc3ccc([N+](=O)[O-])cc3[nH]2)cc1 returned Keap1 Nrf2 FP -1, Wnt bcat act 19, DSG3 Ab inh 97, cardiac RTF act 5, LANA DNA inh -1.4, RTF Ca sens inh -7, Arrestin-AP2 inh 40, MOR-DOR inv ag -42, V-ATPase pHluor -5 and MOR-DOR ag 8.1.
For CCOc1ccc(C(=O)N/N=C/c2cc([N+](=O)[O-])cs2)cc1 the results were Keap1 Nrf2 FP -3, Wnt bcat act 0, DSG3 Ab inh 92, cardiac RTF act 0, LANA DNA inh 0.5, RTF Ca sens inh -5, Arrestin-AP2 inh 7, MOR-DOR inv ag -29, V-ATPase pHluor 2 and MOR-DOR ag 5.9.
Screening CC(C)n1nccc1N(Cc1ccc(Cl)cc1)S(=O)(=O)c1ccccc1 returned Keap1 Nrf2 FP -4, Wnt bcat act -1, cardiac RTF act 1, LANA DNA inh -0.1, RTF Ca sens inh -18, Arrestin-AP2 inh 12, MOR-DOR inv ag -45, V-ATPase pHluor -1 and MOR-DOR ag 7.2.
Screening O=C(c1cc(S(=O)(=O)N2CCOCC2)ccc1Cl)N1CCCCC1CO (centres undefined) returned Keap1 Nrf2 FP 7, Wnt bcat act 0, DSG3 Ab inh 89, cardiac RTF act -3, LANA DNA inh -5.4, RTF Ca sens inh 1, Arrestin-AP2 inh 28, MOR-DOR inv ag 1, V-ATPase pHluor -1 and MOR-DOR ag -0.2.
`CCN(CC)C(=O)c1cn(-c2cccc(OC)c2)c(=O)c2ccccc12` gave Keap1 Nrf2 FP -1, Wnt bcat act 2, DSG3 Ab inh 92, cardiac RTF act 4, LANA DNA inh 0.3, RTF Ca sens inh -3, Arrestin-AP2 inh -4, MOR-DOR inv ag 15, V-ATPase pHluor 1 and MOR-DOR ag -2.6.
`CN(C)c1ccc(N/C(=N\S(=O)(=O)c2cccs2)c2ccccc2)cc1` gave Keap1 Nrf2 FP -4, Wnt bcat act -1, DSG3 Ab inh 84, cardiac RTF act 5, LANA DNA inh -0.8, RTF Ca sens inh -3, Arrestin-AP2 inh 9, MOR-DOR inv ag 17, V-ATPase pHluor 0 and MOR-DOR ag -2.6.
O=C(CSc1nnc(-c2ccncc2)n1-c1ccccc1)Nc1ccc(C(=O)O)cc1 was read as Keap1 Nrf2 FP -1, Wnt bcat act 0, DSG3 Ab inh 99, LANA DNA inh 0.3, Arrestin-AP2 inh -8 and V-ATPase pHluor -1.
For Cc1ccc(C(=O)N/C(=C/c2cccnc2)C(=O)NCc2ccco2)cc1 the results were Keap1 Nrf2 FP -1, Wnt bcat act 1, DSG3 Ab inh 91, cardiac RTF act 10, LANA DNA inh 1.5, RTF Ca sens inh -3, Arrestin-AP2 inh -3, MOR-DOR inv ag 9, V-ATPase pHluor 2 and MOR-DOR ag -1.7.
Screening CC1(C)SC(=S)N(/N=C/c2cccnc2)C1N(O)C(=O)Nc1ccccc1 (centres undefined) returned Keap1 Nrf2 FP -2, Wnt bcat act 13, DSG3 Ab inh 110, cardiac RTF act 10, LANA DNA inh 6.6, RTF Ca sens inh -2, Arrestin-AP2 inh 10, MOR-DOR inv ag 15, V-ATPase pHluor 4 and MOR-DOR ag -2.9.
For COc1ccc(C(CNC(=O)c2ccc(-c3ccccc3)cc2)N(C)C)cc1OC (centres undefined) the results were Keap1 Nrf2 FP -5, Wnt bcat act 0, cardiac RTF act -2, LANA DNA inh -0.6, RTF Ca sens inh -3, Arrestin-AP2 inh 27, MOR-DOR inv ag 2, V-ATPase pHluor 1 and MOR-DOR ag -0.2.
For CCN1CCN(Cc2ccc(NC(=O)c3cc(NC(=O)c4nccnc4N)cc(OC)c3)cc2C(F)(F)F)CC1 the results were Keap1 Nrf2 FP 5, Wnt bcat act -3, DSG3 Ab inh 101, cardiac RTF act 2, LANA DNA inh 0.0, RTF Ca sens inh -1, Arrestin-AP2 inh -4, MOR-DOR inv ag -8, V-ATPase pHluor 1 and MOR-DOR ag 1.4.
CCOC(=O)c1c(NC(=O)COC(=O)c2cccnc2OCC)sc(C(=O)N(CC)CC)c1C was read as Keap1 Nrf2 FP -3, Wnt bcat act -5, DSG3 Ab inh 140, cardiac RTF act 3, LANA DNA inh -3.2, RTF Ca sens inh -5, Arrestin-AP2 inh 16, MOR-DOR inv ag 2, V-ATPase pHluor -2 and MOR-DOR ag -0.4.

The closing 2 records of the section above lead into the next:
For CCN1CCN(Cc2ccc(NC(=O)c3cc(NC(=O)c4nccnc4N)cc(OC)c3)cc2C(F)(F)F)CC1 the results were Keap1 Nrf2 FP 5, Wnt bcat act -3, DSG3 Ab inh 101, cardiac RTF act 2, LANA DNA inh 0.0, RTF Ca sens inh -1, Arrestin-AP2 inh -4, MOR-DOR inv ag -8, V-ATPase pHluor 1 and MOR-DOR ag 1.4.
CCOC(=O)c1c(NC(=O)COC(=O)c2cccnc2OCC)sc(C(=O)N(CC)CC)c1C was read as Keap1 Nrf2 FP -3, Wnt bcat act -5, DSG3 Ab inh 140, cardiac RTF act 3, LANA DNA inh -3.2, RTF Ca sens inh -5, Arrestin-AP2 inh 16, MOR-DOR inv ag 2, V-ATPase pHluor -2 and MOR-DOR ag -0.4.
`CCOC(=O)c1ccc(NC(=O)c2c(C)[nH]c(C(=O)OCC)c2C)cc1` gave Keap1 Nrf2 FP -4, DSG3 Ab inh 100, cardiac RTF act -3, LANA DNA inh -0.4, RTF Ca sens inh 3, Arrestin-AP2 inh 2, MOR-DOR inv ag -2, V-ATPase pHluor 2 and MOR-DOR ag 0.4.
For COc1cccc(-n2nnnc2SCC(=O)Nc2ccc(C(C)=O)cc2)c1 the results were Keap1 Nrf2 FP -2, DSG3 Ab inh 98, cardiac RTF act -1, LANA DNA inh -0.6, RTF Ca sens inh -6, Arrestin-AP2 inh -6, MOR-DOR inv ag 6, V-ATPase pHluor 4 and MOR-DOR ag -0.9.
`CCOC(=O)N1CCN(S(=O)(=O)c2ccc3c(c2)OCC(=O)N3)CC1` gave Keap1 Nrf2 FP 0, Wnt bcat act -1, cardiac RTF act -3, LANA DNA inh 0.9, RTF Ca sens inh 8, Arrestin-AP2 inh 19, MOR-DOR inv ag 3, V-ATPase pHluor -3 and MOR-DOR ag -0.5.
`COc1ccc(C(=O)N2CCN(S(=O)(=O)c3ccccc3)CC2)c(OC)c1` gave Keap1 Nrf2 FP 0, DSG3 Ab inh 100, cardiac RTF act 2, LANA DNA inh 1.1, RTF Ca sens inh 0, Arrestin-AP2 inh -6, MOR-DOR inv ag 3, V-ATPase pHluor -1 and MOR-DOR ag -0.5.
Screening Cc1cc(Cl)ccc1OCCCC(=O)Nc1cccnc1 returned Keap1 Nrf2 FP 1, Wnt bcat act 0, DSG3 Ab inh 93, cardiac RTF act -3, LANA DNA inh 1.3, RTF Ca sens inh 4, Arrestin-AP2 inh 2, MOR-DOR inv ag 6, V-ATPase pHluor -1 and MOR-DOR ag -1.4.
`C#CCOCCOCCOCCNc1nc(N2CCN(C(=O)CCCCCCCCCCNC(=O)Cn3cc(CCCCCN)nn3)CC2)nc(N2CCN(C(=O)CCCCCCCCCCNC(=O)[C@H](CO)n3cc(CCCSC)nn3)CC2)n1` gave Keap1 Nrf2 FP -13, DSG3 Ab inh 113, cardiac RTF act 6, LANA DNA inh 1.5, RTF Ca sens inh -43, Arrestin-AP2 inh -13, MOR-DOR inv ag -5, V-ATPase pHluor -1 and MOR-DOR ag 0.8.
`CNc1ncnc(Sc2nc(N)nc3nc[nH]c23)c1[N+](=O)[O-]` gave Keap1 Nrf2 FP -2, Wnt bcat act -24, DSG3 Ab inh 116, cardiac RTF act -3, LANA DNA inh -0.3, RTF Ca sens inh 2, Arrestin-AP2 inh 17, MOR-DOR inv ag 7, V-ATPase pHluor -2 and MOR-DOR ag -1.7.
CCN1C(=C(C#N)C#N)C=Cc2cc(C)ccc21 was read as Keap1 Nrf2 FP -9, Wnt bcat act 0, DSG3 Ab inh 108, cardiac RTF act 10, LANA DNA inh 2.4, RTF Ca sens inh -7, Arrestin-AP2 inh 3, MOR-DOR inv ag -2, V-ATPase pHluor 1 and MOR-DOR ag 0.3.
For CC(=O)N/C(=C\c1ccccc1)C(=O)OC(C)C(=O)Nc1ccccc1F (centres undefined) the results were Keap1 Nrf2 FP 0, Wnt bcat act -2, cardiac RTF act 0, LANA DNA inh -0.6, RTF Ca sens inh -9, Arrestin-AP2 inh 1, MOR-DOR inv ag 19, V-ATPase pHluor -1 and MOR-DOR ag -4.8.
Screening COc1ccc(-c2csc(NC(=O)c3c(OC)cccc3OC)n2)cc1 returned Keap1 Nrf2 FP 1, Wnt bcat act 1, DSG3 Ab inh 90, cardiac RTF act -1, LANA DNA inh -1.4, RTF Ca sens inh -6, Arrestin-AP2 inh -3, MOR-DOR inv ag -8, V-ATPase pHluor 1 and MOR-DOR ag 1.6.
For N#C/C(C(=O)N1CCOCC1)=C1\Nc2ccccc2S1 the results were Keap1 Nrf2 FP -3, Wnt bcat act 9, DSG3 Ab inh 92, cardiac RTF act 2, LANA DNA inh -0.2, RTF Ca sens inh -3, Arrestin-AP2 inh -1, MOR-DOR inv ag 14, V-ATPase pHluor 0 and MOR-DOR ag -2.7.
